Screening data (PubChem)
EWS-Fli inh: EWS/Fli transcriptional activity inhibition; hit rate 0.67% among 350,000; A673 NR0B1-luciferase reporter, viability-normalised; inhibition, % at 12.6 µM; AID 651661;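 active = mean inhibition of at least 50% after viability correction, with every replicate also passing that limit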;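 note: firefly luciferase signal divided by Alamar Blue viability fluorescence both relative to DMSO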
FN deposit inh: fibronectin deposition inhibition; AH1F fibroblasts, Alexa488-fibronectin deposition fluorescence, overnight; inhibition, % at 12.6 µM; hit rate 0.086% among 350,000; AID 743247;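 active = mean inhibition across replicates of 30% or more, regardless of how many single replicates reach that level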;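 note: positive control wells lacked labelled fibronectin entirely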
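Material: AH1F fibroblast monolayer depositing Alexa488-labelled fibronectin into matrix / Amount: 10000 AH1F cells per well / Signal: fluorescence 485/525 nm / Medium: DMEM, 2% serum / Compound: single dose, pinned / Incubation: 1 h cell adhesion before compound, then overnight fibronectin incubation / Reagent: Alexa488-FN, 24 nM final / Read-out: inhibition of fibronectin deposition signal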
RAD52 inh: inhibitors of human RAD52 DNA annealing | inhibition, % at 18.7 µM | recombinant RAD52 DNA annealing, FRET fluorescence | P43351 | hit rate 0.46% among 360,000;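 active = every replicate showing at least 50% inhibition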
Target sequence (P43351 whole entry, looked up): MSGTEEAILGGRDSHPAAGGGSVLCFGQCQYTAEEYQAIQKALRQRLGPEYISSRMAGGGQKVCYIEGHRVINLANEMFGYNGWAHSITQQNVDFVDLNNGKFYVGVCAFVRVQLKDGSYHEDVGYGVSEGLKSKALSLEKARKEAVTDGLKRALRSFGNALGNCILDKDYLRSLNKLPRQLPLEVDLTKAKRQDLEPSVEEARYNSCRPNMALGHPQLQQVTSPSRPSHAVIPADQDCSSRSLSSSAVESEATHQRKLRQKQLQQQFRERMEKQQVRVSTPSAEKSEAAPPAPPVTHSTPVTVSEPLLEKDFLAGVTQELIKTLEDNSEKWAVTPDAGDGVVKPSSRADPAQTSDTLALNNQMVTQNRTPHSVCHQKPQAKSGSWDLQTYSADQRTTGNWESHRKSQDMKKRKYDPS
RAD54 inh: inhibitors of human RAD54 branch migration; AID 602329; Q92698; RAD54 Holliday junction branch migration, FAM/BHQ fluorescence; hit rate 0.14% among 360,000; inhibition, % at 10.4 µM;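 active = mean normalized replicate activity at least 40 and at least half of replicates scoring 40 or more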;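 note: 0% = median of neutral control wells and 100% = median of positive control wells; inhibitors cause a drop in the FAM fluorescence signal; in these data hits start at about 50%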
esBAF inh: inhibitors of esBAF chromatin remodeling in mouse ES cells; reporter increase, % at 12.5 µM; AID 602393; hit rate 2% among 350,000; Bmi1-luciferase knock-in reporter, 24 h; 100% = twice the neutral-well signal; in the data active = activation above about 40%;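 note: 0% = median of the plate's neutral control wells and 100% = double that signal; a rise in the Bmi1 reporter signal indicates esBAF inhibition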
E-sel inducer: E-selectin induction on HUVECs | P16581 | hit rate 0.37% among 260,000 | activation, % at 7.58 µM | HUVEC E-selectin immunofluorescence imaging; normalized: neutral wells 0, TNF-alpha wells 100;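 active = mean E-selectin-positive cell signal at least 10% of the positive control, reached in at least 60% of replicates, without over 20% cell loss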;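 note: in these data hits start at about 27%; measured in HUVEC primary endothelial cells; signal is the percent of cells scored E-selectin positive by PE staining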
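Test system: HUVEC | Signal: Immunofluorescence imaging | Read-out: Percent E-selectin-positive cells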
Xi reactivation: X-chromosome reactivation activator; AID 743238; XiGFP mouse fibroblasts, % GFP-positive cells imaging, 3 d; cells co-treated with 5-aza-dC sensitizer; scaled so ellipticine positive control = 100%; activation, % at 7.58 µM; hit rate 0.055% among 360,000;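 active = mean normalized replicate activation at least 10% and every replicate at or above 10%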;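 note: 0% = median of on-plate neutral control wells and 100% = ellipticine 6 µM median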
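System: SV40-immortalized XiGFP fibroblast cells, line 68-5-11 / Incubation: 3-day compound exposure, then 15 min fixation at room temperature / Compound: single concentration per compound, delivered by pin transfer / Buffer or medium: DMEM plus 5-aza-dC sensitizer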
S100A4 MyoIIA: S100A4-myosin IIA interaction inhibition. P26447. S100A4/TAMRA-MyoIIA peptide fluorescence polarization. inhibition, % at 10.7 µM. hit rate 0.14% among 360,000. AID 652163;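 active = mean inhibition of at least 70% across replicates, with every replicate also reaching that level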
Target sequence (P26447 whole entry, looked up): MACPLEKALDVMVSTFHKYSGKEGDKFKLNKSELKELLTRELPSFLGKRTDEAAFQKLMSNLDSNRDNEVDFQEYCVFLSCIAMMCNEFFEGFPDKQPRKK
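Material: S100A4 monomer (human). Medium: Calcium-containing HEPES buffer, pH 7.2. Probe or stimulus: labelled myosin peptide probe, 5 nM. Compound dosing: one concentration per compound. Timing: polarization read 5 min after assay mix addition, stable 5–60 min. Benchmarks: DMSO as neutral control, TFP as positive control.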
* hit, by the source's call; · = not tested or not shown.

SMILES	EWS-Fli inh	FN deposit inh	RAD52 inh	RAD54 inh	esBAF inh	E-sel inducer	Xi reactivation	S100A4 MyoIIA
CC1CC1C(=O)N1CCN(S(=O)(=O)c2cccc(F)c2)CC1 (configuration not stated)	-3	-4	6	2	-4	·	0.0	2
COc1ccccc1NC(=O)Nc1nc2ccc(S(N)(=O)=O)cc2s1	-133	8	-45	4	48*	0.4	0.0	1
O=C(CSc1nnnn1-c1ccccc1)c1ccc(O)cc1O	-10	-7	9	-3	·	-0.7	0.1	0
COc1cc(C=O)ccc1OCC(=O)N1CCCC1	9	-5	-16	·	·	0.7	0.0	-10
Cc1ccccc1C(=O)Nc1ccc(N2CCN(C)CC2)nc1	-16	·	-44	·	·	·	0.0	1
CN(Cc1ccccc1)C(=O)c1ccccc1N(C)S(=O)(=O)c1ccccc1	6	3	1	5	·	·	0.2	-13
CN(C)/C=N/C(=S)Nc1ccccc1Cl	-13	2	-6	7	14	·	0.0	-3
Cn1c(SCc2nnc(-c3ccccc3)o2)nc2ccccc21	0	0	-13	·	·	·	0.0	-4
CCOc1ccc(NC(=O)CSc2n[nH]c(N)n2)c([N+](=O)[O-])c1	·	13	·	5	·	3.2	-0.1	·
CN(c1ccc(OCC(=O)OCC(=O)Nc2ccc([N+](=O)[O-])cc2)cc1)S(=O)(=O)c1cccs1	-3	-10	-36	-4	-5	·	0.0	1
CCOC(=O)CCSCC(=O)Nc1nnc(C)s1	-1	-24	-4	-6	-2	-0.1	0.1	-3
COc1ccc(S(=O)(=O)Nc2ccccc2N2CCOCC2)cc1OC	-4	5	-21	5	5	3.4	0.4	0
O=C(Nc1ccc2c(c1)OCO2)O[C@@H]1C[C@H]2CCC(=O)N3CC[C@@H](C1)[C@@H]23	-4	7	4	-7	-9	·	0.0	-3
CC(=O)Nc1ccccc1OCc1nnc(-c2ccc(Cl)cc2)o1	-24	10	-12	1	66*	·	0.0	-1
O=C(CNc1ccc2ccccc2c1)N/N=C/c1ccc(C(=O)O)cc1	8	·	6	0	19	·	0.1	-1
CCCCN(CCCC)C(=O)C1CC=CCC1C(=O)O (configuration not stated)	0	-7	-6	·	1	·	0.0	-1
CO[C@@H]1CN(C)C(=O)c2cc(NC(=O)NC(C)C)ccc2OC[C@H](C)N(C(=O)CC2CC2)C[C@@H]1C	5	1	-11	3	2	-0.3	-0.2	-2
CCOc1ccc(CN2C(=O)c3ccccc3C2=O)cc1C(=O)NC1CC(C)(C)NC(C)(C)C1	-6	7	-4	1	4	1.3	0.3	-5
CC(C)NC(=O)C1(C)CCCN1Cc1ccccc1 (configuration not stated)	-2	6	3	-9	2	-1.8	0.0	-3
CN1[C@@H]2CC[C@H]1CC(OC(=O)C(CO)c1ccccc1)C2 (some centres not stated)	-10	1	11	3	-6	1.4	0.2	-6
C[C@@H](O)C#Cc1ccc([C@H]2[C@@H](CO)N3CCCCN(CC4CCOCC4)C[C@@H]23)cc1	-7	·	-14	-5	·	-0.3	0.0	-7
CC1=C(C(=O)N(C)C)CC(CC(=O)NCc2cccc3ccccc23)C(=O)N1Cc1ccc(F)cc1 (configuration not stated)	-4	0	-7	-13	-3	0.5	0.1	-1
COc1ccc(-n2c(O)c(C=NCc3ccccn3)c3ccccc3c2=O)c(OC)c1	-2	-1	-28	2	·	-0.1	0.2	-2
COc1ccccc1N1CCN(C(=O)c2cn(Cc3ccccc3)nc2-c2cccnc2)CC1	-7	-2	-5	-2	12	-0.4	0.3	-2
CC(Sc1ccc(S(=O)(=O)N(C)C)cn1)C(=O)NC1CCCC1 (configuration not stated)	-11	3	-12	-5	-3	-0.2	0.0	4

3 entries from above, sorted by their value in esBAF inh, ascending:
| compound | RAD52 inh | esBAF inh | S100A4 MyoIIA |
| --- | --- | --- | --- |
| O=C(Nc1ccc2c(c1)OCO2)O[C@@H]1C[C@H]2CCC(=O)N3CC[C@@H](C1)[C@@H]23 | 4 | -9 | -3 |
| CC(C)NC(=O)C1(C)CCCN1Cc1ccccc1 (configuration not stated) | 3 | 2 | -3 |
| COc1ccccc1NC(=O)Nc1nc2ccc(S(N)(=O)=O)cc2s1 | -45 | 48* | 1 |

Pulled one by one from the entries so far, three records:
SMILES	EWS-Fli inh	FN deposit inh	RAD52 inh	RAD54 inh	esBAF inh	E-sel inducer	Xi reactivation	S100A4 MyoIIA
COc1cc(C=O)ccc1OCC(=O)N1CCCC1	9	-5	-16	·	·	0.7	0.0	-10
CO[C@@H]1CN(C)C(=O)c2cc(NC(=O)NC(C)C)ccc2OC[C@H](C)N(C(=O)CC2CC2)C[C@@H]1C	5	1	-11	3	2	-0.3	-0.2	-2
CN(Cc1ccccc1)C(=O)c1ccccc1N(C)S(=O)(=O)c1ccccc1	6	3	1	5	·	·	0.2	-13

Next part:
SMILES	EWS-Fli inh	FN deposit inh	RAD52 inh	RAD54 inh	esBAF inh	E-sel inducer	Xi reactivation	S100A4 MyoIIA
C#Cc1cccc(C(=O)N2CCCC(C(=O)c3ccc(OC)cc3C)C2)c1 (configuration not stated)	-18	-3	-18	-4	11	-1.3	0.4	5
CCC(NC(=O)C1CCCO1)c1ccccc1 (configuration not stated)	-4	5	-13	-7	-4	·	0.7	-1
CCC(Cc1ccccc1)NC(=O)c1cc(S(=O)(=O)N2CCCCC2)c[nH]1 (configuration not stated)	4	1	-5	-1	0	-0.3	0.0	0
CN(CCOc1ccccc1)CC(=O)Nc1ccc(Cl)cc1[N+](=O)[O-]	8	14	-4	5	-10	0.4	-0.1	-2
O=C(CCNS(=O)(=O)c1ccccc1)NCC1CCCCC1	-1	8	-5	·	·	0.1	0.2	4
C[C@@H]1CN([C@H](C)CO)C(=O)c2cccc(NC(=O)NC3CCCCC3)c2O[C@H]1CN(C)S(=O)(=O)c1cccs1	-1	-7	-3	1	1	0.0	-0.2	-2
O=C(c1cc(C2CC2)nn1-c1ccccc1)N1CCN(Cc2ccccc2)CC1	5	·	-24	2	1	0.5	0.1	0
C[C@@H]1CN([C@H](C)CO)C(=O)c2cccc(NS(=O)(=O)c3ccc(F)cc3)c2O[C@H]1CN(C)Cc1ccc(C(=O)Nc2ccccc2N)cc1	0	·	30	·	·	1.2	-0.1	-6
O=C(c1cccc(Cl)c1)N1CCC(=O)N([C@H](COCc2ccccc2)Cc2ccccc2)CC1	16	9	-16	·	·	-6.9	0.1	-5
COc1ccc(NC(=S)N(CCc2c(C)[nH]c3ccc(C)cc23)Cc2ccco2)cc1	-4	-6	-21	2	3	3.0	0.3	-10
CCNC(=O)[C@@H]1[C@@H](CO)[C@@H]2Cn3c(ccc(/C=C/c4ccccc4)c3=O)[C@H]1N2CC	-7	·	-12	3	-3	-0.7	-0.1	25
Cc1cc(C)cc(C(=O)NCCC(=O)N2CCC3(CC2)NCCc2[nH]cnc23)c1	-4	6	-4	-1	-1	·	0.0	9
COc1ccc(Cn2c(=N)c(C(=O)NC3CCCCC3)cc3c(=O)n4ccccc4nc32)cc1	·	8	2	5	4	0.0	-0.1	-1
Cc1ccc(N2C(=O)NC(NS(=O)(=O)c3ccccc3)(C(F)(F)F)C2=O)cc1 (configuration not stated)	-1	2	-15	7	2	·	0.2	1
O=C(c1ccc(NC(=O)C(c2ccccc2)c2ccccc2)cc1)c1ccc(C(=O)O)c(C(=O)O)c1	8	-7	-12	6	-2	·	0.1	-5
CSc1nc(N)c(NC(=O)c2ccc(Br)o2)c(=O)[nH]1	-10	3	-13	2	·	-1.4	1.0	15
CCN(CC)S(=O)(=O)c1cccc(C(=O)Nc2ccc(S(=O)(=O)NC3=NCCCCC3)cc2)c1	32	1	-24	-2	·	·	0.3	-2
COc1ccc(S(=O)(=O)N[C@@H]2CC[C@@H](CCNC(=O)CN3CCOCC3)O[C@H]2CO)cc1	5	-2	-18	5	-1	-0.1	0.0	-7
O=C(COC(=O)/C=C/c1ccc2ccccc2n1)NNC(=O)c1ccc([N+](=O)[O-])cc1	6	0	-9	-2	22	-0.7	0.3	-2
O=C(Nc1ccc(S(=O)(=O)NCCc2ccccc2)cc1)c1ccco1	4	·	-31	·	1	·	·	-3
C[C@@H]1CCCCO[C@H](CN(C)C(=O)Nc2ccc(C(F)(F)F)cc2)[C@@H](C)CN([C@H](C)CO)C(=O)c2cc(NC(=O)Nc3ccccc3)ccc2O1	-14	-4	-18	-14	0	-0.1	0.2	-6
Cc1ccc(OC(=O)c2cc(C)nn2C(C)(C)C)cc1	3	-7	3	·	3	·	0.1	0
C=CCNc1ncnc2c1ncn2[C@H]1CN(Cc2cccs2)C[C@@H](CO)O1	10	7	7	-5	0	0.7	-0.1	-21
C[C@H]1CN([C@@H](C)CO)S(=O)(=O)c2ccc(C#CCC3CCCC3)cc2O[C@@H]1CN(C)C(=O)CC1CC1	14	·	3	-22	4	·	·	15
CC(C)COc1ccc(C(=O)OCC(=O)N(C)CC(=O)Nc2ccc(F)cc2)cc1	-2	0	-3	1	1	-0.4	-0.1	-2

Entries listed above printed as active in esBAF inh:
structure | RAD52 inh | esBAF inh | S100A4 MyoIIA
COc1ccccc1NC(=O)Nc1nc2ccc(S(N)(=O)=O)cc2s1 | -45 | 48* | 1
CC(=O)Nc1ccccc1OCc1nnc(-c2ccc(Cl)cc2)o1 | -12 | 66* | -1

More entries
SMILES	EWS-Fli inh	FN deposit inh	RAD52 inh	RAD54 inh	esBAF inh	E-sel inducer	Xi reactivation	S100A4 MyoIIA
Cc1ccc(/C=N/NC(=O)CNC(=O)c2ccc(C)c([N+](=O)[O-])c2)o1	-15	·	-24	·	·	·	0.0	0
CCCN1[C@@H]2c3ccc(-c4cccc(C(=O)N(C)C)c4)c(=O)n3C[C@@H]2[C@@H](CO)[C@@H]1C(=O)NCCOC	-4	·	-3	7	9	0.0	0.0	-5
COc1ccc2ccccc2c1CNC(C)c1ccccc1 (configuration not stated)	11	6	8	11	-13	0.0	0.0	-2
CN(Cc1cn(Cc2cccc(C(F)(F)F)c2)nn1)C1CN(Cc2cn(Cc3cccc(C(F)(F)F)c3)nn2)S(=O)(=O)C1 (configuration not stated)	8	14	-17	·	·	0.1	0.0	-2
COc1ccc(NC(=O)Nc2ccc3c(c2)C(=O)N([C@@H](C)CO)C[C@@H](C)[C@H](CN(C)Cc2ccccc2)OCCCC[C@H](C)O3)cc1	14	2	52*	1	3	-0.1	0.1	20
O=[N+]([O-])c1ccc2c(c1)nnn2-c1ccccc1	-52	-7	-20	-6	4	·	0.0	-11
Cc1cccc(S(=O)(=O)NC(=O)C2(C)CCN2C(=O)Cc2cc(F)ccc2F)c1 (configuration not stated)	-1	·	-3	-5	-2	-0.2	0.1	2

Some entries already given, limited to RAD52 inh, RAD54 inh and E-sel inducer.
Molecule	RAD52 inh	RAD54 inh	E-sel inducer
CCCN1[C@@H]2c3ccc(-c4cccc(C(=O)N(C)C)c4)c(=O)n3C[C@@H]2[C@@H](CO)[C@@H]1C(=O)NCCOC	-3	7	0.0
COc1ccc2ccccc2c1CNC(C)c1ccccc1 (configuration not stated)	8	11	0.0
